# Screening data: PubChem BioAssay, National Center for Advancing Translational Sciences (NCATS)
# CCT modulator: changes cytosolic chaperonin activity. AID 651819. activity change, % (no concentration beside the values), hits read low. actives 0.3% (n = 360,000). purified chaperonin ATPase assay, HTRF ADP detection, 30 min; in the data active means activity change below about -30%; further: on the % scale 0 is the no-effect control and ±100 the full control effect
#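 We incubate TRiC, 40 or 20 nM final, with library compounds at 76 uM and 10 uM ATP for 30 min at 37 °C. ADP formed is detected with Transcreener HTRF reagents after 30 min at room temperature.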
# PI5P4K alpha inh: PI5P4K alpha (human) kinase inhibition; AID 652105; actives 1.2% (n = 330,000); max response, %; PI5P4Kalpha enzyme, ADP-Glo luminescence, 60 min; hits give low values; P48426; active means max response of -50% or lower; inconclusive means between -30% and -50%; inactive means -30% or higher; further: value at the top dose of about 77 µM; on the % scale 0 is the no-effect control and ±100 the full control effect
#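 Human PI5P4Kalpha with substrate in 0.038 M HEPES pH 7.4, 0.28 mM EGTA, 0.1% CHAPS, 5% DMSO; reaction started with 5 microM ATP (final), 60 min at room temperature. ADP formed read by ADP-Glo luminescence.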
# WRN helicase inh: inhibitors of human WRN helicase; Q14191; WRN helicase unwinding, fluorescent forked duplex, kinetic; Potency, µM (doses to about 114 µM), for the others: top-dose activity change, negative = inhibition, hits mostly inhibitors; actives 0.46% (n = 360,000); AID 651768; further: potency means the concentration at half of the fitted maximal effect; on the % scale 0 is the no-effect control and ±100 the full control effect; nearly all actives have a fitted effect of over 55% in size
#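 Kinetic fluorescence helicase assay: unwinding of a quenched forked DNA duplex (100 nM final) with 2 mM ATP final raises red fluorescence (525/598 nm). Compounds sat 15 min at room temperature with 20 nM WRN beforehand.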
# EPAC1 agonist: EPAC1 (human) agonism | EPAC1 agonist qHTS, biochemical assay; response scale: 100% = response to 6.5 mM cAMP | Potency, µM (titrated, usually from 154 µM), inactives show top-dose activation, hits mostly activators | actives 0.073% (n = 360,000) | AID 720707; further: potency means the concentration at half of the fitted maximal effect; nearly all actives have a fitted effect of over 60% in size
#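 Compounds were pinned as a concentration titration into mixtures of EPAC1 (100 nM), BODIPY-GDP-loaded Rap1B (250 nM) and GDP (50 uM). After 5 min at room temperature, fluorescence was followed for 30 min; activity was scaled to 6.5 mM cAMP.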
# PLK1 PBD block: PLK1 (human) polo-box domain binding inhibition; P53350; Plk1 PBD binding of FITC phosphopeptide, fluorescence polarization; Potency, µM, for inactives: max response, negative = inhibition, most hits filed as inhibitors; actives 2.8% (n = 360,000); further: potency means the concentration at half of the fitted maximal effect; series mostly up to about 57 µM; on the % scale 0 is the no-effect control and ±100 the full control effect; nearly all actives have a fitted effect of over 65% in size
# EPAC1 antag: antagonists of human EPAC1; O95398; EPAC1 GEF assay, Rap1b-BODIPY-GDP exchange fluorescence; Potency, µM (doses to about 115 µM), for inactives: top-dose activity change, negative = inhibition, actives largely listed as inhibitors; actives 0.14% (n = 360,000); AID 720709;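 further: potency means the concentration at half of the fitted maximal effect; plate controls were vehicle for no effect and positive control for full effect; nearly all actives have a fitted effect of over 50% in size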
# Mm-Cpn inhibitor: blocks the Methanococcus maripaludis chaperonin Mm-Cpn; purified Mm-Cpn ATPase, ADP Transcreener TR-FRET; Potency, µM (top dose mostly 76.9 µM), for inactives: at the highest dose activity, negative = inhibition, most hits filed as inhibitors; actives 0.031% (n = 330,000); further: potency means the concentration at half of the fitted maximal effect; on the % scale 0 is the no-effect control and ±100 the full control effect; nearly all actives have a fitted effect of over 80% in size
#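 Quantitative HTS used 25 nM Mm-CPN and 10 uM ATP in magnesium/KCl Tris buffer, pH 7.4, with 1 mM DTT. Hydrolysis ran 30 min at 37°C; ADP was read by HTRF.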
# EPAC2 antagonist: blocks human EPAC2 exchange factor. Q8WZA2. actives 0.18% (n = 360,000). AID 720708. EPAC2 GEF exchange of Rap1B-BODIPY-GDP, fluorescence. Potency, µM (highest dose often 114 µM), inactives show at the top dose activity, negative = inhibition, usual class: inhibitors; further: potency means the concentration at half of the fitted maximal effect; on the % scale 0 is the no-effect control and ±100 the full control effect; nearly all actives have a fitted effect of over 45% in size; many of its hits are not listed in these tables
# An asterisk follows results filed as active; ? = inconclusive; nt = not tested or not shown; [ ] = remark or other dose. Unless noted, the call rests on the fitted dose curve; in most records, active means well fitted curve in the direction sought with a large enough effect; inconclusive means small, poorly fitted or top-dose-only effect, or another doubt; inactive means no such curve, though single readings can be large; an effect the other way counts as inactive or inconclusive.
SMILES	CCT modulator	PI5P4K alpha inh	WRN helicase inh	EPAC1 agonist	PLK1 PBD block	EPAC1 antag	Mm-Cpn inhibitor	EPAC2 antagonist
Cn1nnnc1SCC(=O)N1CCc2ccccc2C1	1.8	1	3%[57.1 µM]	-10%	-3%	7%	-19%	11%
O=C(Nc1ccncc1)Nc1ccc(F)cc1	1.1	20	1%	-18%	2%	-1%	1%	-9%
COc1ccc(C2CC(c3ccccc3)Nc3nc(NC(=O)c4cccs4)nn32)cc1 (centres undefined)	0.5	-3	1%	13%	2%	-25%	2%	-10%
O=C(NNS(=O)(=O)c1ccc(F)cc1)c1ccc([N+](=O)[O-])cc1	0.7	1	-9%	2%	1%	-3%	-1%	-13%
COc1ccc(-c2nc(CS(=O)(=O)CC(=O)NCc3ccccc3Br)c(C)o2)cc1	1.5	0	-1%	-12%	-6%	10%	-6%	-14%
N#Cc1cccc(C(=O)C(=O)N2CCN(C(=O)OCc3ccccc3)CC2)c1	nt	-4	-1%	6%	4%	-4%	nt	-11%
Nc1nnnn1CC(=O)N/N=C/c1cc([N+](=O)[O-])ccc1Cl	-0.6	10	1%[57.1 µM]	5%	-7%	-11%	1%	4%
CC(C)C(NC(=O)c1ccc(Cl)cc1)C(=O)NC1=NCCS1 (centres undefined)	-1.6	-1	8%	24%	-10%	12%	0%	5%[57.1 µM]
CC(=O)Nc1ccc(C(=O)NCCc2ccccc2)cc1	-2.7	-5	-22%	1%	-10%	-7%	2%	-7%
CC1(c2ccccc2)CC(C)(C)n2c(O)c(C3=NC(=S)NC3=O)c3cccc1c32 (centres undefined)	0.1	-7	-10%	-6%	-8%	2%	-2%	-7%
Cc1cccc(C)c1NC(=O)CN(Cc1ccccc1)Cc1ccccc1	-1.4	-1	-1%	3%	-12%	2%	nt	-16%
COc1ccc(C(=O)N2CCN(Cc3ccccn3)CC2)cc1	-1.8	-2	1%	11%	2%	9%	-2%	-4%
N#Cc1ccc(S(=O)(=O)N2CCCN(c3ccc(C(F)(F)F)cn3)CC2)cc1	1.0	6	-6%	-3%	2%	-4%	-2%	?
CS(=O)(=O)Nc1ccc(C2=NN(C(=O)C3CCCCC3)C(c3cccs3)C2)cc1 (centres undefined)	-2.2	2	-9%[57.1 µM]	28%	7%	12%	-15%	-8%
CCc1ccc2[nH]c3nc(SCC(=O)NNC(=O)c4ccc(C(C)(C)C)cc4)nnc3c2c1	-1.3	nt	-7%	1%	-5%	11%	-4%	9%
COc1cc(SC)ccc1C(=O)Nc1nc(C)cs1	-3.9	-24	2%	-8%	-5%	-1%	-14%	-1%
O=C(NCc1cc(Cl)cc(Cl)c1)c1csc([C@@H]2O[C@H](CO)[C@H](O)[C@H](O)[C@H]2O)n1	-0.3	-2	1%[57.1 µM]	0%	-1%	1%	nt	6%
Cc1ccc(S(=O)(=O)N(Cc2n[nH]c(=S)n2-c2ccccc2)c2ccccc2)cc1	-2.0	2	-1%	7%	-12%	2%	0%	-1%
NC(=O)CCC(NC(=O)c1ccc(Cl)cc1)C(=O)NCCc1ccc2c(c1)OCCO2 (centres undefined)	1.4	-1	15%	2%	-4%	4%	0%	7%
O=C(OCc1nnc(-c2ccccc2)o1)c1cc([N+](=O)[O-])ccc1Cl	-4.3	7	-2%	7%	-12%	-6%	1%	-1%
Cc1c(Cl)cccc1NC(=O)C1CC(=O)N(C2CCCC2)C1 (centres undefined)	-1.0	?	6%	-4%	?	?	nt	9%
CCOC(=O)C1=C(C)C(c2ccc(OC)cc2OC)NC(=O)N1 (centres undefined)	2.1	-7	7%	-6%	0%	0%	-7%	1%
Cc1[nH]c2ccccc2c1C(=O)CSC(=S)N(C)C1CCCCC1	0.9	-1	1%	2%	-16%	1%	-3%	0%
N#C/C(=N\Nc1ccccc1)C(=N)N1CCCCC1	-2.7	0	3%	-2%	-4%	1%	-2%	-2%
Fc1ccc(-c2nnc(-c3ccc(F)cc3)o2)cc1	-1.8	3	-7%	11%	-7%	-6%	0%	1%
O=C(/C=C/c1ccc(OCCCF)cc1)NCc1ccc(Cl)c(Cl)c1	1.7	-3	-4%	17%	0%	10%	-2%	9%
OCC[C@@H]1C[C@H](O)[C@@H](O)[C@@]2(OCc3ccc4ccccc4c32)O1	0.8	-5	6%	4%	-13%	-1%	nt	21%
O=C(NCC(c1ccco1)N1CCCC1)c1ccc(S(=O)(=O)Nc2ccccc2F)cc1 (centres undefined)	-0.2	-5	-19%	-3%	-3%	13%	-2%	9%
NC(=O)CSc1nnc(-c2cc(-c3ccc(Cl)cc3)nc3ccccc23)o1	0.9	1	-8%	10%	-1%	-7%	-3%	2%
O=C(COC(=O)c1n[nH]c2ccccc12)Nc1ccccc1	-0.5	-8	0%	-5%	-9%	-7%	4%	-9%

# Profiles as entered above. Order of screens: CCT modulator | PI5P4K alpha inh | WRN helicase inh | EPAC1 agonist | PLK1 PBD block | EPAC1 antag | Mm-Cpn inhibitor | EPAC2 antagonist
# `Fc1ccc(-c2nnc(-c3ccc(F)cc3)o2)cc1` is entered as -1.8 | 3 | -7% | 11% | -7% | -6% | 0% | 1%
# `OCC[C@@H]1C[C@H](O)[C@@H](O)[C@@]2(OCc3ccc4ccccc4c32)O1` is entered as 0.8 | -5 | 6% | 4% | -13% | -1% | nt | 21%
# `O=C(NCC(c1ccco1)N1CCCC1)c1ccc(S(=O)(=O)Nc2ccccc2F)cc1` (centres undefined) is entered as -0.2 | -5 | -19% | -3% | -3% | 13% | -2% | 9%
# `COc1cc(SC)ccc1C(=O)Nc1nc(C)cs1` is entered as -3.9 | -24 | 2% | -8% | -5% | -1% | -14% | -1%
# `Cc1ccc(S(=O)(=O)N(Cc2n[nH]c(=S)n2-c2ccccc2)c2ccccc2)cc1` is entered as -2.0 | 2 | -1% | 7% | -12% | 2% | 0% | -1%

# Later entries:
# Order of values – CCT modulator | PI5P4K alpha inh | WRN helicase inh | EPAC1 agonist | PLK1 PBD block | EPAC1 antag | Mm-Cpn inhibitor | EPAC2 antagonist
CCCS(=O)(=O)N1CCCC(C(=O)c2cccc(Cl)c2)C1 (centres undefined)
→ 1.8 | 6 | 10% | 2% | -4% | 12% | -2% | 3%
Cc1ccc2nc(NC(=O)c3ccc(-c4nc5ccccc5s4)s3)sc2c1
→ -5.5 | -3 | -8% | -2% | -15% | -2% | -2% | 9%
CC1(C(=O)NS(=O)(=O)c2cccc(Cl)c2)CCN1C(=O)CCc1cccs1 (centres undefined)
→ 0.3 | -1 | -1% | -6% | -11% | -9% | nt | -3%
O=C(N/N=C/c1cccc(O)c1)c1ccc(-n2cnnn2)cc1
→ 2.2 | -10 | -6% | 1% | 0% | 0% | 1% | 14%
COc1ccc(C(=O)N2CC(c3ccccc3)CC2=O)cc1 (centres undefined)
→ 0.9 | 4 | 2% | -4% | -3% | -5% | 1% | -3%
Cc1noc(C)c1COc1cccc(C(=O)NCc2ccccc2Cl)c1
→ -0.4 | 9 | 16% | 6% | -30% | -24% | 5% | -2%
O=C(NC1CCCCC1)C1Cc2ccccc2CN1S(=O)(=O)c1ccc(F)cc1 (centres undefined)
→ -1.7 | nt | -2% | 1% | -3% | 7% | -1% | -1%
CCn1c2ccccc2c2cc(NC(=O)CN3CCCC3)ccc21
→ -0.8 | -4 | 8% | 7% | -11% | -2% | -2% | 0%
Cc1ccc(CS(=O)Cc2ccc(C(=O)NCc3ccc4c(c3)OCO4)o2)cc1 (centres undefined)
→ -4.9 | -2 | 4% | 2% | 1% | -1% | 5% | 2%
CC1=NN(C(C#N)c2ccccc2C)C(c2ccccc2)C1 (centres undefined)
→ -6.5 | 10 | 14% | -7% | 4% | -8% | 0% | ?
CCCc1cc(=O)oc2cc(OCc3ccc(OC)cc3)c(Cl)cc12
→ -1.3 | 2 | -6% | 1% | -18% | -26% | 1% | -11%
CCC(=O)Nc1ccc2c(c1)nc(CCN1CCC(C)CC1)n2C
→ 2.7 | -2 | 0% | -9% | 1% | 14% | 3% | 10%
Cn1cccc1/C=N/N1CCN(c2ccccn2)CC1
→ -3.7 | 3 | -5% | 9% | 0% | 1% | 2% | 0%
COC(=O)CN(c1nc(C)c(Br)c(OC)n1)S(=O)(=O)c1ccccc1
→ 1.0 | -5 | 5% | 0% | 2% | -20% | 3% | ?
CN1CCN(CCCNC(=O)c2cc3c(=O)oc4ccccc4c3s2)CC1
→ -1.7 | -7 | 23% | 4% | -2% | 6% | -3% | 6%
COc1cccc(CN(C(=O)c2cccc(OC)c2)C2CCS(=O)(=O)C2)c1 (centres undefined)
→ -2.5 | -4 | 1% | -13% | 2% | -1% | 3% | 1%
Cc1ccc(N/C(N)=N/c2nc(CSc3nnc(C)s3)cc(=O)[nH]2)c(C)c1
→ -1.3 | -2 | -5% | 12% | 1% | -7% | -18% | -12%
CCCC(=O)Nc1cccc(-c2cn3cccnc3n2)c1
→ -2.6 | -2 | 0% | -1% | -7% | -1% | 1% | 5%
CN(C)CCNc1cccc2sc3ccc(O)cc3c(=O)c12
→ -0.3 | 18 | ? | -7% | -6% | -18% | nt | 2%
CC(=O)NS(=O)(=O)c1ccc(NC(=S)NC(=O)c2ccco2)cc1
→ 0.3 | 0 | 10% | 2% | -14% | 23% | 0% | 6%
O=C(O)CCc1ccc(-c2ccc(Cl)cc2)n1CCC(=O)O
→ 1.9 | nt | -13% | 5% | -21% | 6% | 1% | 3%
CC(Sc1nnc(-c2cccnc2)o1)C(=O)NC1CCCCC1 (centres undefined)
→ 0.6 | -3 | -6% | 0% | 1% | -5% | 0% | 13%
CCOC(=O)c1ccccc1NC(=O)COC(=O)C1CCN(S(=O)(=O)c2ccccc2C(=O)OC)CC1
→ -1.8 | 1 | -3% | 1% | -4% | 3% | -11% | 9%
O=C1CC(c2ccccc2Cl)C2=C(COC2=O)N1 (centres undefined)
→ -0.7 | 0 | 12% | 0% | -5% | -20% | 1% | 2%[57.1 µM]
Cc1ccc(N2CC(C(=O)N3CCCCC3)CC2=O)cc1C (centres undefined)
→ -0.1 | 1 | -2% | -12% | 0% | 10% | -1% | 0%

# Not all compounds are listed; rates above refer to the full screens.
